# NCI-60 one-dose screen, 48 h, at 10 µM unless noted. Numbers give growth in % (100 = growth as untreated, 0 = no growth, -100 = all killed).
# PC-3 = PC-3 prostate cancer cells | AID 1794754 | actives 3.9% (n = 80,000)
# DU-145 = DU-145 prostate cancer; actives 4.2% (n = 81,000); AID 1794760
# SF-539 = SF-539 CNS cancer | AID 1794752 | actives 6.8% (n = 81,000)
# U251 = U251 CNS tumor cells; actives 5.4% (n = 80,000); AID 1794753
# SF-268 = SF-268 CNS cancer cells | actives 3.1% (n = 82,000)
# SF-295 = SF-295 CNS cancer cells; actives 5.6% (n = 79,000)
# 786-0 = 786-0 renal cancer cells; actives 5.1% (n = 81,000)
# UO-31 = UO-31 renal cancer | actives 5.2% (n = 81,000) | AID 1794768
# SN12C = SN12C renal cancer cells; actives 3.8% (n = 81,000); AID 1794767
# * marks the source's active call; other numbers are inactive results; · = no result given; & = joins results of further samples; [ ] = remark or other dose. The calls were made as follows: active = growth percent below 10; inactive = the rest.
# Fields – SF-268	786-0	DU-145	SN12C	U251	UO-31	PC-3	SF-295	SF-539
> C/C(=N\NC(N)=O)c1cccc(/C(C)=N/NC(N)=O)n1
    57	91	101	92	66	75	71	80	80
> COC(=O)C1(CC(=O)CC(=O)CC2(C(=O)OC)NC(=S)NC(=O)C2C#N)NC(=S)NC(=O)C1C#N (stereo unspecified)
    103	104	111	102	105	91	107	106	104
> N#Cc1nc(-c2cccs2)oc1N1CCN(S(=O)(=O)c2ccccc2)CC1
    93	92	100	100	100	95	93	99	104
> O=[N+]([O-])c1ccc(CCCl)cc1
    101	106	111	104	82	93	99	93	109
> COc1nc(N)nc2n[nH]nc12
    87	83	91	·	89	77	93	91	90
> O=C1c2cccc3c(-c4ccc5c(c4)ncn5C4CCCCC4)ccc(c23)C(=O)N1CCN1CCOCC1
    94	95	104	97	106	74	96	102	95
> COc1cc2[nH]c(O)c(C=O)c2cc1OC
    114	115	122	103	101	89	95	·	98
> OCC[C@@H]1C[C@H]1c1cc2ccccc2o1
    100	95	111	92	94	90	92	95	97
> C/C(=N\NC(=O)CSc1nc2ccccc2c(=O)n1CCc1ccc(S(N)(=O)=O)cc1)c1cccc(Cl)c1
    90	92	88	92	77	75	71	94	91
> CC(C)C[C@H]1N[C@@]2(C(=O)Nc3ccccc32)[C@@H](c2ccc(F)cc2)[C@@H]1C(=O)c1ccc(O)cc1
    83	84	96	88	90	58	51	93	93
> COc1ccc(C(=O)O)cc1
    111&101	98&98	123&109	101&106	96&98	93&93	105&98	123&96	106&97
> CNc1nc(=O)n(C2CCCO2)cc1C (stereo unspecified)
    105	93	111	105	101	94	104	110	107
> N#CCc1nn2c(CCC(=O)c3nc4ncccc4[nH]3)nnc2s1
    94	98	106	99	99	72	90	102	103
> CCOC(=O)c1nnn(CC(N)=O)c1C
    100	101	108	104	100	89	98	103	97
> O=C1NC(=O)C2(C=C(c3ccccc3)C(O)(c3ccccc3)C2)N1 (stereo unspecified)
    105	99	118	108	103	76	98	·	102
> C[C@@H]1CC[C@@]2(C)C(C(=O)O)=CCC[C@@H]2[C@@]1(C)CC(=O)c1ccoc1
    102	106	108	101	101	88	99	102	99
> CC1=C(C(=O)OCC(C)C)C(c2ccc3c(c2)OCO3)NC(=S)N1 (stereo unspecified)
    98	104	109	106	97	89	84	104	109
> Cc1ccc(S(=O)(=O)NCCN2c3nc4ccccc4cc3Sc3cc4ccccc4nc32)cc1
    52	62	·	66	34	-32*	77	94	12
> COc1cc(C(=O)Cn2nnnc2C(=O)c2ccccc2)cc(OC)c1OC
    99	98	113	105	102	83	96	102	99
> O=[N+]([O-])c1ccc(Br)cc1Nc1ccccc1
    97	93	99	98	93	90	88	96	95
> CC1=CN2C(=NC3=C(CCCC/C3=C\c3ccccc3)C2c2ccccc2)S1 (stereo unspecified)
    97	105	108	96	97	78	99	79	92
> COc1ccc(N(C(C)=O)c2nc(OC(C)=O)cs2)c(OC)c1
    98	100	108	96	107	81	96	91	95
> O[C@H]1CO[C@H]2[C@@H]1OC[C@@H]2Oc1ccc(Nc2nc(Nc3ccc(F)c(Cl)c3)ncc2F)cc1Cl
    103	98	117	97	108	88	102	92	95
> O=C1C=CC(=O)N1c1ccccn1
    99	105	111	96	110	97	99	105	100
> Cc1ccc(S(=O)(=O)NCCc2ccccc2)cc1
    108	106	121	92	95	89	95	105	108
> CC(c1ccccc1)N1CSc2nc(-c3ccccc3)c(-c3ccccc3)n2C1 (stereo unspecified)
    102	96	103	112	98	82	106	94	97
> CC(C)(C)c1ccc(OCc2nc3ccccc3n2-c2cccc(N)c2)cc1
    112&74	102&81	124&81	106&79	105&59	84&43	100&35	100&58	100&67
> O=C(N/N=C/c1c[nH]c2ccccc12)Nc1ccc(F)c(Cl)c1
    40	34	61	42	42	37	43	14	27
> COc1cc(-c2cc(-c3ccccc3)nc3nc(NC(C)=O)nn23)cc(OC)c1OC
    112	93	110	99	102	80	95	93	95
> CC(Sc1nc2ccccc2c(=O)n1CCc1ccc(S(N)(=O)=O)cc1)C(=O)Nc1ccccc1 (stereo unspecified)
    92	97	105	102	108	65	97	100	91

# Limited to SN12C and SF-295 (3 entries from above):
mol	SN12C	SF-295
CC1=CN2C(=NC3=C(CCCC/C3=C\c3ccccc3)C2c2ccccc2)S1 (stereo unspecified)	96	79
COc1ccc(N(C(C)=O)c2nc(OC(C)=O)cs2)c(OC)c1	96	91
O[C@H]1CO[C@H]2[C@@H]1OC[C@@H]2Oc1ccc(Nc2nc(Nc3ccc(F)c(Cl)c3)ncc2F)cc1Cl	97	92

# Following part:
# Fields – SF-268	786-0	DU-145	SN12C	U251	UO-31	PC-3	SF-295	SF-539
> Cc1c(C(=O)NCc2nc3ccccc3[nH]2)[nH]c2ccc(Cl)cc2c1=O
    102	105	112	·	91	93	90	104	97
> CCOC(=O)c1cc(C(=O)c2ccc(Br)cc2)n2c(-c3ccccn3)cccc12
    100	·	114	95	113	74	98	101	99
> CCCCCCCCCCCC1=NC(CC)CO1 (stereo unspecified)
    84	95	95	89	82	79	62	96	91
> CC(=O)OCC(=O)[C@@]1(O)CC[C@H]2[C@@H]3CC[C@@H]4[C@@H](Br)C(=O)CC[C@]4(C)[C@H]3C(=O)C[C@@]21C
    93	98	103	101	92	73	80	97	100
> COc1ccc(C(CC(N)=O)C(=O)O)cc1 (stereo unspecified)
    105	102	111	113	104	93	101	110	112
> CSCCC1NC(=O)C(/C(C)=N\NC(N)=O)=C1O (stereo unspecified)
    105	105	113	102	93	89	82	115	103
> Cc1c(/C=C/c2ccccc2O)[nH]c(=O)c(C#N)c1C#N
    95	109	94	96	99	82	92	97	112
> Cc1cccc(C(C)(C)O)c1
    109	94	111	105	108	81	109	105	92
> CCCCNCC#N
    95	110	111	106	107	95	99	110	96
> O=[N+]([O-])c1ccccc1NCc1c(O)ccc2ccccc12
    108	104	117	90	101	66	86	132	94
> O=CNc1ncccn1
    111	103	116	95	97	97	88	95	94
> CCOC(=O)C(C(C)=O)C1C=Cc2ccccc2N1C(=O)c1ccccc1 (stereo unspecified)
    105	94	107	103	100	70	91	94	105
> CCSc1nnc(-c2cnn3c2NC(c2ccccc2)C3)n1-c1cccc(F)c1 (stereo unspecified)
    84	99	100	93	105	84	95	88	94
> C#CCOc1cccc(Nc2ncc3ncn(C4CCN(C(=O)CCl)C4)c3n2)c1 (stereo unspecified)
    40[6.25 µM]	-4.4*[6.25 µM]	84[6.25 µM]	13[6.25 µM]	43[6.25 µM]	30[6.25 µM]	75[6.25 µM]	89[6.25 µM]	69[6.25 µM]
> COc1ccc(NC(=O)c2sc3nc4c(cc3c2N)C(O)CCC4)cc1 (stereo unspecified)
    100	95	93	100	105	86	96	82	111
> COc1cc2c(cc1O)CC[C@@H]1[C@@H]2CC[C@]2(C)[C@@H](NCCN(C)C)CC[C@@H]12
    -79*	-84*	-94*	·	-92*	-84*	-91*	-88*	-87*
> NNC(=O)CSc1nc2sc3c(c2c(=O)n1-c1ccccc1)CCCCC3
    103	95	109	104	97	78	98	99	103
> CN1CC(c2ccc(OCc3ccccc3)cc2)C(C(=O)c2ccccc2)C12C(=O)c1ccccc1C2=O (stereo unspecified)
    95	106	105	95	96	68	87	94	101
> CCc1ccc(C2=NN(c3ccc(S(N)(=O)=O)cc3)C(c3cccc(Cl)c3)C2)cc1 (stereo unspecified)
    94	92	80	98	97	82	77	100	102
> COc1ccccc1NC(=O)C(/C=N/C(N)=S)=C(\C)O
    95	101	101	106	99	86	95	103	103
> Cc1cccc(C(=O)N2C(=O)[C@]3(c4ccccc42)[C@@H](c2ccc(F)cc2)[C@H](C(=O)c2ccc(O)cc2)[C@@H]2CCCN23)c1
    84	93	89	81	77	63	71	93	94
> Cc1ccc(N=Nc2ccc(C)cc2)cc1
    106	103	108	·	92	77	71	98	97
> O=C(/C=C/c1cn(-c2ccccc2)nc1-c1ccc(Cl)cc1)OCc1cn(-c2ccccc2[N+](=O)[O-])nn1
    91	101	106	102	102	68	84	99	99
> COc1ccc(C2CC(c3ccc(S(=O)(=O)NCCNc4nc(N(C)C)nc(N5CCOCC5)n4)cc3)=Nc3c(N)nc(N)nc3N2)cc1 (stereo unspecified)
    59	61	104	82	74	90	66	102	85
> COc1ccc(C2CC(c3ccccc3)=NN2C(=O)c2ccc(S(C)(=O)=O)cc2)cc1 (stereo unspecified)
    102	90	97	112	91	96	94	94	106
> CCOC(=O)c1c2c(cn1Cc1ccc(C)cc1)-c1oncc1CC2
    84	87	109	74	82	38	88	93	85
> Cc1ccc(-c2c3c(nc4ncn5ncnc5c24)C(C)CCC3)cc1 (stereo unspecified)
    102	101	119	110	99	93	88	102	109
> COC(=O)CCC(=O)NC1C2CC3CC(C2)CC1C3 (stereo unspecified)
    98	103	110	102	91	89	85	100	108
> CCCCCCCCCN1CCCCC1
    101	92	106	101	96	88	76	91	110
> CCOC(=O)C(Cc1cc(I)c(O)c(I)c1)NC(=O)c1ccccc1 (stereo unspecified)
    102	98	109	98	34	92	99	101	·

# Part of the list above, with tabs:
SMILES	SF-268	786-0	DU-145	SN12C	U251	UO-31	PC-3	SF-295	SF-539
Cc1c(/C=C/c2ccccc2O)[nH]c(=O)c(C#N)c1C#N	95	109	94	96	99	82	92	97	112
Cc1cccc(C(C)(C)O)c1	109	94	111	105	108	81	109	105	92
CCCCNCC#N	95	110	111	106	107	95	99	110	96

# Next compounds follow:
# Fields – SF-268	786-0	DU-145	SN12C	U251	UO-31	PC-3	SF-295	SF-539
> CCCCCSc1oc(-c2ccc(F)cc2)nc1S(=O)(=O)c1ccc(C)cc1
    84	83	94	96	96	64	75	88	98
> O=C(CSc1nc2ccccc2c(=O)n1-c1ccc(S(=O)(=O)Nc2ccc(Cl)nn2)cc1)Nc1ccc(S(=O)(=O)Nc2ccc(Cl)nn2)cc1
    101	99	107	106	102	88	100	102	103
> O=C1c2ccccc2C(=O)N1c1ccccc1O
    101	98	108	115	101	103	102	96	104
> Cc1csc(N2N=C(c3cc4ccccc4o3)CC2c2c[nH]c3ccccc23)n1 (stereo unspecified)
    91	96	108	92	95	54	80	87	93
> O=C1Nc2ccccc2/C1=C/c1ccc(Cl)s1
    83	101	100	86	77	52	·	96	88
> Cc1nc2ccccc2n1-c1ncnc2c1CC(C)c1ccccc1N2C (stereo unspecified)
    94	92	96	88	79	71	67	78	94
> CC1COCC(C)N1C(=O)c1cccnc1 (stereo unspecified)
    117	112	118	103	106	87	102	96	121
> COc1ccc(C2CC(=O)C=C3c4ccc(OC)cc4CCC32)cc1 (stereo unspecified)
    102	92	107	111	95	96	87	90	98
> COc1cccc(NC(=O)c2sc3nc4c(cc3c2N)C(O)CCC4)c1 (stereo unspecified)
    31	44	-11*	30	11	40	25	5.4*	-18*
> C/C(=N\NC(=O)CSc1nc(-c2cnccn2)cc(-c2cccs2)c1C#N)c1ccc(Cl)cc1
    101	102	100	98	104	90	95	92	79
> Cc1cccc2c1O/C(=C\c1ncc([N+](=O)[O-])n1C)C2=O
    -26*	-28*	-30*	-49*	-17*	-39*	-22*	-15*	-61*
> O=C(Nc1sc2c(c1C(=O)O)CCCC2)c1ccccc1
    99	104	104	100	110	86	96	106	98
> C=C(C=O)[C@@H]1CC[C@]2(COC(C)=O)CC[C@]3(C)C(CC[C@@H]4[C@@]5(C)CC[C@H](OC(C)=O)C(C)(C)[C@@H]5CC[C@]43C)[C@@H]12 (stereo partly specified)
    6.0*	3.0*	-53*	1.1*	-51*	-94*	6.8*	0.4*	-50*
> O=C(CCN1CCCCC1)c1cccc(Cl)c1
    109	98	114	103	109	79	104	108	103
> NS(=O)(=O)c1ccc(CN2C(=O)c3cccc4cccc(c34)C2=O)cc1
    92	99	105	93	99	57	93	110	89
> O=C(O)C(O)C(=O)O
    107	99	110	106	101	92	105	103	108
> CCOC(=O)c1nnn(-c2ccc(F)cc2)c1/C=C1\SC(=S)NC1=O
    101	107	113	102	101	83	104	104	97
> CCN(Cc1ccccc1)C1CCN(Cc2cc(Br)ccc2O)CC1
    66	63	67	45	44	24	46	64	75
> C#C[C@]1(O)CC[C@H]2[C@@H]3CC=C4c5sc(Nc6cccc(F)c6)nc5CC[C@]4(C)[C@H]3CC[C@@]21C
    37	2.6*	31	46	10	17	19	-52*	-11*
> Cc1ccc(/C=C(/C(=O)c2ccccc2)c2ccccc2)cc1
    101	98	105	96	96	78	92	105	107
> COc1ccc(-c2cc3ccc(F)cc3c(=O)[nH]2)cc1
    95	100	100	101	68	70	93	97	99
> Cc1nc(Nc2ccc(Br)cc2)sc1C(=O)O
    73	81	78	·	57	37	62	62	78
> COc1ccc(Nc2nn3c(SCC(=O)c4ccc(C)cc4)nnc3s2)cc1
    100	94	101	101	106	59	85	100	107
> Cc1c(-c2ccc(O)cc2)n(Cc2ccc(OCCN3CCCCCC3)cc2)c2ccc(O)cc12
    74	76	87	81	56	53	77	99	62
> N#Cc1ncc(-c2ccc(C(F)(F)F)cc2)c(N2CCC3(CC2)OCCO3)n1
    91	98	103	106	86	71	94	98	100
> COc1ccc(C2CC(=O)N(c3cc(OC)c(OC)c(OC)c3)C3=NC(=O)N(C)C32)cc1 (stereo unspecified)
    103	104	103	101	104	89	98	99	98

# Arranged by molecular weight (largest number first): part of the list above
# Fields – SF-268	786-0	DU-145	SN12C	U251	UO-31	PC-3	SF-295	SF-539
> O=C1c2cccc3c(-c4ccc5c(c4)ncn5C4CCCCC4)ccc(c23)C(=O)N1CCN1CCOCC1
    94	95	104	97	106	74	96	102	95
> N#Cc1nc(-c2cccs2)oc1N1CCN(S(=O)(=O)c2ccccc2)CC1
    93	92	100	100	100	95	93	99	104
> CSCCC1NC(=O)C(/C(C)=N\NC(N)=O)=C1O (stereo unspecified)
    105	105	113	102	93	89	82	115	103

# Screening results deposited in PubChem by NCI.
